Growth percent in the NCI-60 one-dose screen (48 h, 10 µM unless noted): 100 = growth as untreated, 0 = no growth, -100 = all killed.
COLO 205: COLO 205 colon cancer. 79,000 tested, 7.3% active. AID 1794742
HCT-15: HCT-15 colon cancer | 82,000 tested, 5.2% active
NCI/ADR-RES: NCI/ADR-RES ovarian cells; 81,000 tested, 4.4% active
NCI-H226: NCI-H226 lung cancer; 79,000 tested, 3.5% active
NCI-H460: NCI-H460 lung cancer | AID 1794736 | 82,000 tested, 6.8% active
NCI-H322M: NCI-H322M lung cancer; 80,000 tested, 2.7% active
HT29: HT29 colon cancer; 81,000 tested, 7.4% active; AID 1794748
NCI-H522: NCI-H522 lung cancer; 78,000 tested, 8% active
HCT-116: HCT-116 colon cancer; 82,000 tested, 7.3% active; AID 1794798
Numbers without * were called inactive; x = not tested or not shown; & = joins results of further samples. The calls were made as follows: active = growth percent below 10; inactive = the rest. Hits appear at their usual frequency; 12% or so of the library scored in one or more.

Start of the listing, in advance (2 entries):
SMILES	COLO 205	HCT-15	NCI/ADR-RES	NCI-H226	NCI-H460	NCI-H322M	HT29	NCI-H522	HCT-116
CC(=O)NCCCS(=O)(=O)O	105	103	101	119	101	107	98	83	99
COc1ccc(/C(C)=N/N=C2C(=O)Nc3ccc(F)cc32)cc1S(N)(=O)=O	114	98	100	76	102	93	94	89	95

Results, previewed entries included:
SMILES	COLO 205	HCT-15	NCI/ADR-RES	NCI-H226	NCI-H460	NCI-H322M	HT29	NCI-H522	HCT-116
CC(=O)NCCCS(=O)(=O)O	105	103	101	119	101	107	98	83	99
COc1ccc(/C(C)=N/N=C2C(=O)Nc3ccc(F)cc32)cc1S(N)(=O)=O	114	98	100	76	102	93	94	89	95
COc1cc(/C=C2\CC/C(=C\c3cc(CN4CCCCC4)c(O)c(OC)c3)C2=O)cc(CN2CCCCC2)c1O	122	79	108	113	110	112	69	109	95
Cc1ccc(S(=O)(=O)NN=C(c2ccccc2)c2ccccc2)cc1	114	101	97	96	104	100	117	99	99
O=C(O)CCCCC(=O)SCc1ccccc1	x	100	103	101	105	91	99	83	97
CC(CCCCCCCCC(=O)CCCCCCCCCC(O)COC1OC(CO)C(O)C(O)C1O)/C(O)=C1\C(=O)NC(Cc2ccc(O)cc2)C1=O (stereo not drawn)	93	102	105	99	110	110	102	94	102
CSc1nnc(C2=CC(=O)c3ccccc3C2=O)n1-c1ccc(Cl)cc1	106	96	98	88	59	91	100	54	90
COc1cc2c3c(c1O)-c1cc4c(cc1CC3OCC2)OCO4 (stereo not drawn)	107	99	101	x	109	109	111	99	108
COc1ccccc1Nc1nc(-c2cc3cccc(C(F)(F)F)c3oc2=O)cs1	-50*	16	15	13	4.1*	33	3.1*	-16*	2.4*
O=C1OC2(c3ccc(O)cc3Oc3cc(O)ccc32)c2ccccc21	104&124	103&107	100&101	99&114	110&122	98&108	96&102	95&98	100&120
C=CCn1c2ccc(Br)cc2c2c3c(c4c5ccccc5ccc4c21)C(=O)N(O)C3=O	x	101	102	x	92	102	107	77	98
COc1ccc(-c2c(N)cnc(C(=O)O)c2C)c(OCc2ccccc2)c1OC	108	40	50	106	103	98	104	95	102
COC(=O)CCCNc1c(-c2c(O)c(O)cc3c(O)c(-c4c(C)cc5c(-c6nc7ccccn7c6NCCCC(=O)OC)c(O)c(O)cc5c4O)c(C)cc23)nc2ccccn12	87	77	100	65	6.6*	93	49	2.0*	7.2*
N#Cc1cnn2c(-c3ccc(Cl)cc3)nc(NCc3ccccc3)nc12	x	86	79	85	92	74	75	69	74
CCN1CCN(C(=O)[C@]23CCC(C)(C)C[C@@H]2C2=CC[C@@H]4[C@@]5(C)C/C(=C/c6ccncc6)C(=O)C(C)(C)[C@@H]5CC[C@@]4(C)[C@]2(C)CC3)CC1	-15*	-64*	-49*	-43*	-65*	27	-40*	-59*	-92*
O=C(CCc1nnc2sc(Cc3ccccc3Cl)nn12)c1nc2ncccc2[nH]1	109	99	95	x	98	93	104	81	84
CCNC(=O)c1ccc2c(c1)NC(c1cc3ccccc3[nH]c1=O)c1c(n[nH]c1C(C)(C)C)N2 (stereo not drawn)	124	103	104	99	109	101	119	107	110
O=[N+]([O-])c1ccc(OP(=O)(O)O)cc1	96	104	101	109	102	87	95	84	90
Ic1ccc(OCCCCCn2ccnc2)cc1	76	81	88	67	85	93	64	60	62
CN(/N=C\c1ccc([N+](=O)[O-])cc1)c1ccccn1	110	99	101	109	x	x	90	83	105
Nc1ccc(C(=O)NC(CCC(=O)O)C(=O)O)cc1 (stereo not drawn)	115	110	101	93	111	100	103	91	108
OC(c1cc(-c2cccc(Cl)c2)nc2ccccc12)C1CCCCN1 (stereo not drawn)	-86*	-62*	-29*	31	-47*	-12*	-74*	x	-90*
COc1cc2cc3cc4cc(OC)c(OC)cc4c(C)[n+]3cc2cc1OC (tested in a mixture with another compound)	111	92	93	80	89	90	79	56	x
COc1ccc(-c2nn(-c3ccccc3)cc2/C=C/C(=O)c2ccc(NC(=O)CCCCCCC(=O)NNc3ccccc3)cc2)cc1	87	92	98	99	106	95	99	84	105
O=C(c1ccccc1)C1C(=O)c2ccccc2C1=O	112	98	96	92	97	106	112	109	100
O=C(O)C1C(c2ccccc2)=C1c1ccccc1	140	101	101	97	106	108	119	111	110
COc1ccc(C(=O)c2cc(C)c(OC)c(C)c2)c(OC)c1OC(=O)C(Cl)Cl	73	3.3*	-3.9*	6.9*	2.2*	43	22	-11*	1.6*
Cc1cccc(-n2c(CC#N)n[nH]c2=S)c1	103	106	109	94	102	86	112	85	102
COc1ccc(-c2cn(-c3ccc(Cl)cc3)c(SCC(=O)c3ccc(F)cc3)n2)cc1	105	92	86	91	87	98	84	80	95
CC1=C2[C@@H](CC1)[C@]1(C)O[C@@](C3CCNCC3)(C[C@H]1OC(=O)CO)[C@H]2OC(=O)/C=C/c1ccccc1	87	93	90	92	94	105	43	84	74
CCOC(=O)C(c1ccc(N(CC)CC)cc1)c1ccc(N(CC)CC)cc1	100	103	94	102	100	106	97	75	95
COc1ccc(NC(=O)CSC(N)=O)cc1	101	101	105	140	109	108	121	77	92
O=C1CCCCCC1	107	100	107	98	106	109	105	104	102
COc1cc(O)c(C)c(O)c1	96	103	100	104	106	110	81	66	96
CSCCC(NC(=O)C(Cl)Cl)C(=O)O (stereo not drawn)	100	102	106	89	114	100	100	87	91
CSc1cccc(NC(=O)Nc2ccccc2C(N)=O)c1	129	109	104	113	107	114	102	122	252
COc1cc(O)ccc1C1=CC(=O)OC1Cc1ccc(O)cc1 (stereo not drawn)	124	97	95	102	101	100	90	84	96
CC1CNC(=S)SSC(=S)N1 (stereo not drawn)	116	106	99	96	108	99	103	97	100
N/N=C(\C(=N\N)c1ccccc1)c1ccccc1	108	104	102	88	108	95	95	87	101
Nc1ncnc2c1N=C(c1ccc3c(c1)OCO3)CC(c1sc(Cl)nc1Cl)N2 (stereo not drawn)	107	95	x	93	102	97	x	79	88
Nc1ncc(CO)c(N)n1	97	97	106	94	104	104	98	x	108
COCC(=O)N[C@@H](Cc1ccc(-c2cc(Cl)cc(Cl)c2)cc1)[C@H](O)[C@@H](O)C(=O)O	120	109	98	73	105	98	100	95	84
CC(C)c1ccc(Cn2nc(Nc3ccccc3)nc2N)cc1	129	92	90	82	127	101	115	89	78
OC(CCN1CCCCC1)c1ccc2ccccc2c1 (stereo not drawn)	x	104	101	101	111	92	102	95	100
Cc1ccc(C)c(CCCCS(=O)(=O)O)c1	106	105	120	102	111	110	108	x	107
COc1ccc2c(c1)oc1c3[nH]c4ccccc4c3c3c(c21)C(=O)N(C(=O)OC(C)(C)C)C3=O	86	75	93	58	81	71	93	68	88
Nc1n[nH]c(=S)n1-c1ccc(Cl)cc1	117	99	100	94	100	99	101	97	95
O=C(CSc1nnc(-c2ccc(NC(=O)c3cccnc3)cc2)o1)N[C@@H](Cc1ccccc1)C(=O)O	105	106	100	101	107	100	99	93	101
CC1=CC(=O)C2(C)C(C)=C(C)C12C (stereo not drawn)	106	92	100	107	112	105	94	92	102
CCN(CC)CCNc1ccc(CO)c(Cl)c1	93	108	106	88	102	85	105	x	107

(next part)
SMILES	COLO 205	HCT-15	NCI/ADR-RES	NCI-H226	NCI-H460	NCI-H322M	HT29	NCI-H522	HCT-116
COc1nc(=O)n(C2OC(CO)C(O)C2O)cc1C (stereo not drawn)	104	110	105	110	107	111	101	100	106
N#C/C(=C1C=C(Br)/C(=N\O)C=C\1Cl)c1ccc(Cl)cc1	117	91	95	102	98	97	x	x	27
NS(=O)(=O)c1cn(-c2ccc([N+](=O)[O-])cc2[N+](=O)[O-])ccc1=O	108	127	98	124	110	98	117	87	93
Cc1ccc(/C=N/c2n[nH]c(Nc3ccccc3)n2)cc1	120	103	105	103	107	104	109	94	117
CCN(CC)c1ccc(CNc2cc(C)nc3ccc(OC)cc23)cc1	-75*	79	34	76	-39*	-5.5*	9.0*	25	55
Cc1ccc(-c2cc(C(=O)N=Nc3c(O)[nH]c4ccccc34)c3ccccc3n2)cc1	-5.0*	7.9*	-17*	47	-36*	70	38	57	-16*
CN(C)c1nc(NCCNS(=O)(=O)c2ccc(C(=O)/C=C/c3ccc(C(F)(F)F)cc3)cc2)nc(Nc2ccc(F)cc2)n1	-48*	-93*	-54*	-49*	-20*	28	-94*	-80*	-59*
O=C(c1ccc(O)cc1)c1ccccc1O	108	101	107	110	103	147	107	x	106
O=S(=O)(c1ccc(F)cc1)N(CCCCCN(S(=O)(=O)c1ccc(F)cc1)S(=O)(=O)c1ccc(F)cc1)S(=O)(=O)c1ccc(F)cc1	102	112	104	89	105	105	103	93	94
COc1ccc2nc(Cl)c(Cn3nnc(Cc4ccccc4)n3)cc2c1	25	36	20	39	40	x	27	38	29

Entries of single compounds, looked up by structure. Order of screens: COLO 205	HCT-15	NCI/ADR-RES	NCI-H226	NCI-H460	NCI-H322M	HT29	NCI-H522	HCT-116
`O=S(=O)(c1ccc(F)cc1)N(CCCCCN(S(=O)(=O)c1ccc(F)cc1)S(=O)(=O)c1ccc(F)cc1)S(=O)(=O)c1ccc(F)cc1` reads 102	112	104	89	105	105	103	93	94
`Cc1ccc(/C=N/c2n[nH]c(Nc3ccccc3)n2)cc1` reads 120	103	105	103	107	104	109	94	117
`COc1ccc2nc(Cl)c(Cn3nnc(Cc4ccccc4)n3)cc2c1` reads 25	36	20	39	40	x	27	38	29
`NS(=O)(=O)c1cn(-c2ccc([N+](=O)[O-])cc2[N+](=O)[O-])ccc1=O` reads 108	127	98	124	110	98	117	87	93
`O=C(c1ccc(O)cc1)c1ccccc1O` reads 108	101	107	110	103	147	107	x	106

Other compounds.
SMILES	COLO 205	HCT-15	NCI/ADR-RES	NCI-H226	NCI-H460	NCI-H322M	HT29	NCI-H522	HCT-116
CCOC(=O)c1c(Cl)nc2ccccc2c1Cl	141	97	108	113	112	102	111	95	102
C=C1C(=O)O[C@H]2[C@H]1CC/C(Cn1cc(CNC(=O)Cc3cn(C(=O)c4ccc(Cl)cc4)c4ccc(OC)cc34)nn1)=C\CC[C@@]1(C)O[C@@H]21	-74*	52	96	71	88	88	-57*	-51*	-95*
O=C(/C=C/c1ccco1)Nc1ncc(Cc2cccc(C(F)(F)F)c2)s1	-47*	11	-4.7*	33	-0.3*	30	3.5*	-15*	7.1*
CC(=O)OCCCCCCl	110	97	103	109	102	84	105	100	92
Cn1cnc([N+](=O)[O-])c1S(=O)(=O)Oc1cccc2ccccc12	-90*	1.9*	58	88	106	104	11	-84*	18
O=C(Cn1nc(-c2ccccc2)ccc1=O)NN1C(=O)c2ccccc2C1=O	131	99	91	101	100	117	120	77	106
CCCCC1CCc2cccc3c(SCC(=O)N(C)c4ccc(Oc5ccccc5)cc4)cc[n+]1c23 (stereo not drawn)	89	89	106	x	110	100	103	77	95
O=C1c2cccc(NCCN=Cc3cc([N+](=O)[O-])ccc3O)c2C(=O)c2c(NCCN=Cc3cc([N+](=O)[O-])ccc3O)cccc21	56	82	100	77	53	77	37	45	33
CCOC(=O)c1ccc(OC)cc1	112	109	106	101	106	102	100	95	115
O=C(c1cc2cc(OCCCN3CCC3)ccc2[nH]1)N1C[C@@H](CCl)c2c1cc(OCc1ccccc1)c1ccccc21	-84*	-21*	-35*	-4.6*	-60*	-23*	-25*	-70*	-81*
Nc1cc(N)c2c(c1)C(=O)c1ccccc1-2	105	109	97	96	116	100	100	92	105
CCC(=O)OCC(=O)COC(=O)CC	114	95	112	100	110	117	105	x	111
Cc1ccc(C(=O)NC(=S)N2CCN(c3ncnc4c3cnn4-c3ccccc3)CC2)cc1	89	34	64	67	35	68	67	53	47
Clc1ccccc1-c1nc2ccccc2[nH]1	112	x	-4.7*	120	104	152	103	88	79
Cc1c(N=Cc2ccc(/C=C3/SC(=O)NC3=O)cc2)c(=O)n(-c2ccccc2)n1C	113	108	105	96	111	99	105	87	96
CCCCCCCCCCCCCCCCCCCCCCCCCC(=O)OCCCCCCCCCCCCCC	114	107	x	90	110	109	99	97	97
COc1ccc(Cl)cc1[N+](=O)[O-]	113	109	107	100	106	x	94	77	105
CN(C)c1oc(-c2nc(C#N)c(N(C)C)o2)nc1C#N	113	107	107	97	105	99	105	96	113
O=C1NC(c2ccccc2)=CC(c2ccc3c(c2)OCO3)N1 (stereo not drawn)	111	79	101	101	103	101	94	88	83
Cc1ccccc1NC(=S)Nc1ccccc1O	107	102	105	82	106	106	109	102	98
COc1ccc(C2CC(c3ccco3)=NN2c2ccc(S(=O)(=O)NC(=O)NCc3ccccc3)cc2)cc1 (stereo not drawn)	123	101	104	97	106	98	x	86	94
COCn1c(C(=O)OC)cc2oc(/C=C3/NC(=S)NC3=O)cc21	124	106	99	114	108	115	101	79	100
C=C(C)[C@@H]1CC[C@]2(CO)CC[C@]3(C)[C@H](CC[C@@H]4[C@@]5(C)C/C(=C/c6ccco6)C(=O)C(C)(C)[C@@H]5CC[C@]43C)[C@@H]12	122	102	106	111	101	105	111	99	103
O=C1CCN(C(=O)Cc2ccccc2)c2ccccc21	106	113	106	112	111	x	x	x	103
CC(C)C(=O)NC1CCCCC1	109	112	114	93	104	105	101	95	113
O=C(O)c1cc([N+](=O)[O-])ccc1Oc1ccccc1	104	95	101	99	105	x	91	97	102
